Source: PubChem BioAssay
VLA-4 inh: inhibition in a human VLA-4 binding assay | P13612 | VLA-4 expressing cells, ligand binding flow cytometry | inhibition, % (about 7 µM as worked out from the volumes in the protocol) | hit rate 0.2% among 330,000; in the data active means inhibition above about 50%
Target sequence (P13612 whole entry, looked up): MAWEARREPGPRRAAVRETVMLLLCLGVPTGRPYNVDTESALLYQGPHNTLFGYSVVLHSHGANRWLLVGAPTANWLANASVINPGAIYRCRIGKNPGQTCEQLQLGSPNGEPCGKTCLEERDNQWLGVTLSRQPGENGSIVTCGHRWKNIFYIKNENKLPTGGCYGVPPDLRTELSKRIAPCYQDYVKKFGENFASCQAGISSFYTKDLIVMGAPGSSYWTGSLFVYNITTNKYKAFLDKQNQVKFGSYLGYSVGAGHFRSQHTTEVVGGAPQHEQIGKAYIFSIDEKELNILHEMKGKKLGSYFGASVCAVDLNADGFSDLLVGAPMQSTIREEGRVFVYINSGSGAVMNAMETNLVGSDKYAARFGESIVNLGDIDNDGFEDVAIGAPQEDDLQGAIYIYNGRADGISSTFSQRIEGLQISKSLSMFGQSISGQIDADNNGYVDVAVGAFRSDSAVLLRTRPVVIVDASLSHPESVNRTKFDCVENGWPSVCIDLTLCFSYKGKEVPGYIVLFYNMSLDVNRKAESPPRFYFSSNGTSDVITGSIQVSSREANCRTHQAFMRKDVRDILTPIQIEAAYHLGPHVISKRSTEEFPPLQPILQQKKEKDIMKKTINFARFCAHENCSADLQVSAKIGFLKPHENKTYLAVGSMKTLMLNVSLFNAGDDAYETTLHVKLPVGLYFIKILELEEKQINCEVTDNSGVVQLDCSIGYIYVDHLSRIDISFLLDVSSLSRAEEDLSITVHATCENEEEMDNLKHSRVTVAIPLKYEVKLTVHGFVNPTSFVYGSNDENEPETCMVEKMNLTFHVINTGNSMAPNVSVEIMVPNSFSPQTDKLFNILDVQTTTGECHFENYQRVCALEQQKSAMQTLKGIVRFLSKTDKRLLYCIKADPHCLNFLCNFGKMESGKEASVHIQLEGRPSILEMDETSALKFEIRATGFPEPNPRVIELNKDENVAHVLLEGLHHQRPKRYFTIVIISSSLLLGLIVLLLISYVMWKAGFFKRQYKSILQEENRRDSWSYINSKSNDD
JMJD2C inh: human JMJD2C demethylase inhibition; GST-JMJD2C(1-420) H3K9me3 demethylation, DELFIA europium; Q9H3R0; AID 2099; hit rate 0.069% among 330,000; inhibition, % at 2.35 µM;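 active means more than half of a compound's replicate wells show inhibition beyond 50%, single wells judged on their own value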;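 further: signal counts dimethyl H3K9 product captured on neutravidin plate; 0% = median of DMSO wells and 100% = 0.3 times that DMSO median; strong numbers were not always called active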
GRK2 aptamer HTS: human GRK2 inhibition via aptamer displacement | P25098 | inhibition of aptamer binding, % at 10 µM | hit rate 0.59% among 330,000 | AID 488847 | bead flow cytometry, FAM-aptamer displacement from GRK2;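 active means inhibition of aptamer binding above 40%, roughly 3 SD of noise, on plates passing a quality check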;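 further: median bead fluorescence of bound FAM aptamer so fluorescent compounds give negative values; no value below 0 was filed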
* hit, by the source's call; & = joins results of further samples. An excerpt; count on the stated rates, not on these rows.

Structure	GRK2 aptamer HTS	VLA-4 inh	JMJD2C inh
CCOc1ccc(OCc2ccc(C(=O)N(C)c3ccccc3)o2)cc1	2	-13	-5
COc1ccc(NC(=O)C2CCCNC2=O)cc1 (centres undefined)	4	15	0
O=CN1CCN(C(=O)c2ccc3c(c2)OCO3)CC1	1	23	12
Cc1ccccc1CC1(CO)CCCN(C(=O)Cc2c(F)ccc(F)c2F)C1 (centres undefined)	0	15	6
CCn1nnnc1NCc1ccc(SC)cc1	1	-6	20
CCCOc1ccccc1/C=C1\SC(N)=NC1=O	0	5	-23
O=S(=O)([O-])CCC[n+]1ccc(Oc2ccccc2)cc1	4	3	9
O=C(Nc1cccc(-c2cccc(F)c2)c1)C1CCN(Cc2ccco2)CC1	0	20	-2
COc1ccc(C(=O)Nc2ccc(C(=O)O)cc2NC(=O)c2ccc(OC)cc2)cc1	1	20	2
COc1cc(/C=N\NC(C)=O)ccc1OC/C=C/c1ccccc1	3	9	14
COc1cccc(-c2cn(-c3cccc(C(F)(F)F)c3)c(=S)[nH]2)c1	4	4	-8
O=C(O)c1ccccc1/C=N/NC(=O)C1CCCC1	0	9	-4
O=C(Nc1ccccc1)Nc1ccc2c(c1)CCC2	1	1	-6
O=C(O)CCNc1nc(-c2ccccc2)c2cc(Br)ccc2n1	2	9	-4
COc1ccc(NC(=O)c2ccccc2NC(=O)C2CC=CCC2C(=O)O)cc1 (centres undefined)	7	2	3
C/C(=N\NC(=O)c1ccc(O)cc1O)c1cccnc1	0	-3	0
CCCCc1ccc(NC(=S)N2CCCC2)cc1	0	-13	-2
C/C(=N/NC(=O)c1ccc(C)s1)c1ccncc1	6	0	10
Cc1ccc(-c2cc(C(=O)O)c3cc(Br)ccc3n2)s1	1&0	-10&-8	9&7
CN1CCN(C(=O)c2ccccc2NC(=O)c2ccccc2)CC1	6	6	10
Cc1cc(C)cc(NC(=O)Cn2cc(C=O)c3ccccc32)c1	0	-2	13
S=c1nc[nH]c2c1cnn2Cc1ccccc1	2	5	0
O=C(CCN1C(=O)C2C3CCC(C3)C2C1=O)OCC(=O)c1ccccc1 (centres undefined)	0	9	15
COc1ccc(C(O)(CCC(C)C)C(CN2CCOCC2)c2ccccc2)cc1 (centres undefined)	0	20	2
Nc1nc(N)c2[nH]c(-c3ccccc3)nc2n1	3	-9	15
CCC(=O)Nc1c(-c2ccc(C)cc2)c(=O)c2ccccc2n1C	1	-7	-2
CNS(=O)(=O)c1cccc(C(=O)OCCCOC(=O)c2cccc(S(=O)(=O)NC)c2)c1	1	23	-13
COc1ccc(CCN(C)C(=O)c2cc(-c3ccccc3)nc3ccccc23)cc1OC	0	20	-4
COc1cc(CN2CCC(Cc3ccccc3)CC2)cc(OC)c1OC	0	7	0
COc1cccc(CN(C)C(=O)C23CC4CC(CC(NC(C)=O)(C4)C2)C3)c1OC	0	18	1

Brought forward from above: 5 compounds; new compounds follow.
Structure	GRK2 aptamer HTS	VLA-4 inh	JMJD2C inh
CCC(=O)Nc1c(-c2ccc(C)cc2)c(=O)c2ccccc2n1C	1	-7	-2
CNS(=O)(=O)c1cccc(C(=O)OCCCOC(=O)c2cccc(S(=O)(=O)NC)c2)c1	1	23	-13
COc1ccc(CCN(C)C(=O)c2cc(-c3ccccc3)nc3ccccc23)cc1OC	0	20	-4
COc1cc(CN2CCC(Cc3ccccc3)CC2)cc(OC)c1OC	0	7	0
COc1cccc(CN(C)C(=O)C23CC4CC(CC(NC(C)=O)(C4)C2)C3)c1OC	0	18	1
CCOc1ccccc1NC(=O)C1CCC(=O)N1S(=O)(=O)c1ccc(C)cc1 (centres undefined)	3	24	-32
CCN(CC(=O)Nc1c(F)cccc1F)C(=O)c1ccc(=O)[nH]c1	3	-5	18
O=C(O)c1cc(S(=O)(=O)N2CCCc3ccccc32)ccc1Cl	2	-4	5
COc1ccc(CCNc2cc(C)nc(N)n2)cc1OC	0	-11	1
COc1cccc(CNCc2ccc3c(c2)OCO3)c1	2	-1	-10
Cc1c(Cl)cccc1NC(=O)CSc1ncnc2c1cnn2CCO	0	-4	3
C/C(=N\NC(=O)c1ccccc1O)c1ccc(NC(=O)c2ccccc2)cc1	0	0	-1
CC(=O)Nc1ccc(NC(=O)C(C)N(C)CC(=O)Nc2ccccc2Br)cc1 (centres undefined)	0	0	2
COc1ccc(NC(=O)CCCC2CCCCC2)c(OC)c1	0	3	0
NC(=O)Cn1cnc2c(nnn2-c2cccc(Cl)c2)c1=O	3	25	-3
COc1cccc(C(=O)Nc2nnc(-c3ccccc3)s2)c1	0	-3	1
CC(=O)c1cccc(NC(=O)CN2CCN(Cc3ccccc3)CC2)c1	0	-2	25
COC(=O)C1CCN(S(=O)(=O)Cc2ccccc2Cl)CC1	2	-4	-10
Fc1cccc(CN2CCSCC2)c1	4	11	2
Cc1c(CCC(=O)O)c(=O)oc2c(C)c3occ(-c4ccc(Cl)cc4)c3cc12	0	4	3
CCOc1ccc(C(=O)Nc2ccc(CN3CCOCC3)cc2)cc1Cl	0	3	15
COc1ccc(N2CCN(CNC(=O)c3ccccc3)CC2)cc1	2	-6	-7
CC1=NN(C(N)=S)C(=O)C1N=Nc1ccc(Cl)cc1Cl (centres undefined)	1	9	23
N=c1oc2ccccc2cc1C(=O)Nc1ccc(F)cc1	1	-5	-2
Brc1ccc(CN2CCN(c3ccccc3)CC2)o1	0	0	5
CCOC(=O)C(=O)C1C(=O)Nc2ccccc21 (centres undefined)	0	-15	-3
CNC(=S)N(Cc1cc2cc(C)ccc2n2nnnc12)CC(C)(C)CN(C)C	0	6	-1
CCCOc1cccc(C(=O)N/N=C/c2coc3ccccc3c2=O)c1	3	-10	-3
CCCCC(O)(c1ccc(CC)cc1)C(CN1CCOCC1)c1ccccc1 (centres undefined)	1	11	3
CCC/C(C)=C/c1ccc(CC)cn1	2	2	-10
CCOc1ccc(CN(C)C(=O)Cc2c[nH]c3ccccc23)cc1	2	1	2
CCOC(=O)C1=C(c2ccccc2)NC(=O)NC1c1ccsc1 (centres undefined)	3	10	-10
NC(=O)[C@@H]1CCCN1C(=O)c1cc(COc2ccc3c(c2)CCCC3)on1	0	13	-10
COCCNc1ncnc2c1nc1n2CCCC1	0	-3	-2
COc1cc2c(cc1OC)C(c1ccc(Br)cc1)CC(=O)N2 (centres undefined)	1	14	-7

Further compounds.
Structure	GRK2 aptamer HTS	VLA-4 inh	JMJD2C inh
O=P(c1ccccc1)(c1ccccc1)c1cc(S(=O)(=O)O)ccc1O	74*	8	-5
CC(=O)c1ccc(C(=O)NC2CCCN(Cc3ccc(Cl)cc3)C2)s1 (centres undefined)	0	-4	0
COc1ccc(NC(=S)N2CCN(C(=O)C3CCCO3)CC2)cc1 (centres undefined)	0	19	-1
COc1ccc(S(=O)(=O)N2CCN(Cc3ccccc3)CC2)cc1OC	0	0	19
CCCn1c2ccccc2c2cnn(CC(=O)NCCN(C)C)c(=O)c21	0	3	7
Cc1cc(C)n(S(=O)(=O)c2ccc(C)c(C)c2)n1	1	0	-14
C/C(=N\NC(=O)C1CCCC1)c1ccc(Cl)cc1Cl	0	-11	13
COc1ccc(NC(=S)N2CCC(Cc3ccccc3)CC2)cc1	2	-6	7
Cc1cccc(NC(=O)c2cc(-c3ccc(C)c(C)c3O)n[nH]2)c1	0	-6	6
Cn1cc(C(=O)C(=O)NCCc2ccccc2)c2ccccc21	3	-5	35
O=C1OC(Nc2nc(-c3ccc(F)cc3)cs2)c2ccccc21 (centres undefined)	9	10	-9
CC(C)(C)CN1CCN(Cc2c[nH]c3ccccc23)CC1CCO (centres undefined)	1	-9	-7
Cc1ccc(CC(C(=O)O)C(C)C(=O)Nc2ccc(F)cc2)cc1 (centres undefined)	0	4	-1
O=C(Oc1cccc(OC(=O)c2ccco2)c1)c1ccco1	0	5	9
CCOc1ccc(C(=O)NCC(=O)NC(C)CCc2ccccc2)cc1OCC (centres undefined)	0	-9	0
C=CCC(=O)N(CC)CC1CCCN(CCc2cccc(F)c2)C1 (centres undefined)	0	-3	27
CCOC(=O)C1=C(C)N=c2s/c(=C/c3ccc(OCC(=O)O)cc3)c(=O)n2C1c1ccc(SC)cc1 (centres undefined)	4	7	11
O=C(Nc1cccc(F)c1)c1cccnc1	0	-18	-7
Cc1ccc(C2/C(=C(\O)c3ccc4c(c3)OCCO4)C(=O)C(=O)N2CC2CCCO2)cc1 (centres undefined)	0	-19	-10
Cc1ccc(NC(=O)COc2ccc(/C=N\NC(=O)c3cccnc3)cc2)cc1C	10	6	-3
CCOc1ccc(-c2cc(NC(=O)c3c(F)cccc3F)c(C(=O)O)s2)cc1	8	3	8
Cc1nc(C(=O)N2CCCC(C(=O)c3cccc(OC(C)C)c3)C2)cs1 (centres undefined)	1	23	-29
NC(=O)N=Nc1c(O)n(Cc2ccccc2)c2ccc(Br)cc12	0	4	15
CCOC(=O)c1c(C)nsc1NC(=O)c1ccco1	1	-7	16
Cc1ccc(NC(=S)N2CCN(S(C)(=O)=O)CC2)cc1C	3	-18	5
CCOc1ccccc1NC(=O)C1COc2ccccc2O1 (centres undefined)	1	-4	6
Nc1ccc(C(=O)N/N=C/c2cn(Cc3ccccc3F)c3ccccc23)cc1	0	16	17
O=C(c1ccc(COc2ccc(Cl)cc2Cl)o1)N1CCCC1	1	19	5
COc1c(Br)cc(Br)cc1/C=N/NC(=O)c1cccnc1	0	1	-7
CC(CCN1CCN(c2ccccc2)CC1)c1ccccc1 (centres undefined)	0	-9	-4

Next section.
Structure	GRK2 aptamer HTS	VLA-4 inh	JMJD2C inh
C/C(=N\NC(=O)c1ccccc1N)c1ccc(NC(=O)Cc2ccccc2)cc1	1	19	-2
Cc1nc2cc(-c3ccc(Br)cc3)[nH]n2c(=O)c1Cl	0	1	-6
Cc1cc(C)c(C)c(S(=O)(=O)NC2CCCCC2)c1C	3	-7	-1
CCC(=O)Nc1nnc(S(=O)(=O)N(C)c2cc(C)cc(C)c2)s1	5	-16	9
O=C(O)C(Cc1ccc(Cl)cc1)Sc1nc2ccccc2[nH]1 (centres undefined)	1	24	4
COc1ccc(NC(=O)NNC(=O)C(C)Oc2ccc3ccccc3c2)cc1 (centres undefined)	0	1	-6
COc1ccc(-c2nc(-c3ccncc3)no2)cc1	0	-11	-2
C=CCn1c(C)c(C(=O)OCC)c2cc(O)c3ccccc3c21	0	8	5
S=C(Nc1ccc(Cl)cc1)Nc1ccc2c(c1)OCCO2	3	2	-1
CCCCc1ccc(NC(=S)N2CCN(C(=O)c3ccco3)CC2)cc1	1	-8	4
Cc1ccc(NC(=O)c2cc3ccccc3o2)cc1Cl	2	4	-2
Cc1ccc(C2(c3ccc(C)cc3)CC2C(=O)NC(C)C)cc1 (centres undefined)	1	26	5
Cc1ccc(C(=O)N2CCN(c3ccc(NC(=O)c4cc(C)cc(C)c4)cc3)CC2)cc1	0	14	127
CCc1c(C)nc2c(-c3ccccc3)c(C)[nH]n2c1=O	1	8	21
Cc1ccccc1OCC(=O)NC(C)c1ccccc1 (centres undefined)	2	-4	-3
COc1cccc(CN2CC(C(=O)NCCCCc3ccccn3)CCC2=O)c1 (centres undefined)	0	5	8
CCOCCCNc1ncnc2c1nc1n2CCCC1	0	-4	-2
COc1cccc(/C=C2/C(=O)NN(c3ccc(F)cc3)C2=O)c1	3	7	-3
CC1=C(C(=O)NC2CC(C)(C)Cc3c2cnn3-c2ccc(C)cc2)OCCO1 (centres undefined)	0	-2	0
COc1ccc(-c2nc3c(s2)CN(S(C)(=O)=O)CC3)cc1OC	1	-4	4
COc1ccc(/C(O)=C2/C(=O)C(=O)N(CCCN3CCOCC3)C2c2ccc(C)cc2)cc1 (centres undefined)	2	-3	-6
Cc1ccc(-c2cc(-c3ccc(F)cc3)n[nH]2)c(O)c1	0	8	-9
CCc1c(C)sc(NC(=S)N2CCN(C(=O)C3CCCO3)CC2)c1C(=O)OC (centres undefined)	0	6	-10
COc1ccc(-c2noc(C3CCCN(C(=O)c4ccccc4C)C3)n2)cc1 (centres undefined)	1	8	-2
CC(=O)N1CCN(c2ccccc2NC(=O)c2cccc3c(Cl)cccc23)CC1	0	12	-2
